Compound activity (PubChem BioAssay)
12-hLO inh = 12-hLO (ALOX12) enzyme inhibition; Potency, µM (titrated, usually from 57.1 µM), for inactives: at the top dose activity change, negative = inhibition, usual class: inhibitors; purified 12-hLO, xylenol orange hydroperoxide absorbance; 0.12% of 150,000 active; note: potency is the fitted concentration of half-maximal effect; nearly all actives have a fitted effect of over 55% in size; many of its hits are not listed in these tables
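150 nM 12hLO, 25 mM Hepes pH 7.0 + 0.01% Triton X-100; cpd preinc 15 min RT; 40 uM arachidonic acid, 30 min RT; Fe-XO 30 min; A573/A405 ratio as read-out.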
ALOX15B inhib = inhibitors of human 15-lipoxygenase 2 (ALOX15B). O15296. purified 15hLO-2, xylenol orange hydroperoxide absorbance. AID 881. Potency, µM (titrated, usually from 57.1 µM), without a hit: at the top dose activity change, negative = inhibition, usual class: inhibitors. 0.56% of 110,000 active; note: potency is the fitted concentration of half-maximal effect; nearly all actives have a fitted effect of over 60% in size; many of its hits are not listed in these tables
Target sequence (O15296 whole entry, looked up): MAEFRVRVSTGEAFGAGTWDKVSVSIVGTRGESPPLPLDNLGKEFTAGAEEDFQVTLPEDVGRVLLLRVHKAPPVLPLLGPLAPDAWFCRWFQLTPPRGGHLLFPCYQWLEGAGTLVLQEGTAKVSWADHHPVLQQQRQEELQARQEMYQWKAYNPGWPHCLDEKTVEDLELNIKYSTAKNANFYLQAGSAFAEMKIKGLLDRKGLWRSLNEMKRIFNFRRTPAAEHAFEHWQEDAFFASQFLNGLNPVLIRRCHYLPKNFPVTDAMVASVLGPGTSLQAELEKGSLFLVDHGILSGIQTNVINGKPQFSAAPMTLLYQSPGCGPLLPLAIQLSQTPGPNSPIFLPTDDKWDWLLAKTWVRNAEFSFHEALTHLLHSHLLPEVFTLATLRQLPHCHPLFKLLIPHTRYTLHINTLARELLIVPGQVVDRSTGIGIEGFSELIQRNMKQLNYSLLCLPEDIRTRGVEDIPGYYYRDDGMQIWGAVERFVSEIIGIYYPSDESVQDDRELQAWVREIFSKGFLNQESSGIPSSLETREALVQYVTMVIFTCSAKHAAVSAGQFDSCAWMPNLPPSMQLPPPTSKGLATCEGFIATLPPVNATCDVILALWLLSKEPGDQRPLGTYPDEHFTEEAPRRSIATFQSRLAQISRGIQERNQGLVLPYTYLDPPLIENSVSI
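Screening format was qHTS against 50 nM purified 15hLO-2 in Hepes pH 7.5 with detergent. Activity follows hydroperoxide formation from 45 uM arachidonic acid, measured as 573:405 nm absorbance ratio of the ferric-xylenol orange complex.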
IMPase inh = cell-permeable inhibitors of inositol monophosphatase (IMPase). inhibition (IP1 accumulation), % at 46.1 µM. CHO-M1 cells, IP1 accumulation, HTRF TR-FRET ratio. 120,000 tested, under 10 active; active = well fitted curve in the direction sought with a large enough effect in the signal ratio, not every such curve was filed as active; inconclusive = small, poorly fitted or top-dose-only effect, or a change in a side signal; inactive = no such curve, though single readings can be large or run the other way; the % refers to the signal ratio;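 note: cells stimulated with carbachol in lithium chloride buffer; plate controls were DMSO basal wells for no effect and reference inhibitor wells for full effect; higher means more IMPase inhibition seen as more IP1 and lower FRET ratio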
Target sequence (P97697 whole entry, looked up): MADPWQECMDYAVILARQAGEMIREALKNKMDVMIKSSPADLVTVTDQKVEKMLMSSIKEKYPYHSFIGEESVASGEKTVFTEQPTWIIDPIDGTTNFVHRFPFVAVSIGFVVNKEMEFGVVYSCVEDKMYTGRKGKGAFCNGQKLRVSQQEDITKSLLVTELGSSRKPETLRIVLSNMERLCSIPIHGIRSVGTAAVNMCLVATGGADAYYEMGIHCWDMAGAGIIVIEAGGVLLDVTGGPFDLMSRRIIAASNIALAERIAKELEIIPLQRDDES
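Measured: the HTRF emission ratio (665/620 nm) plus the 620 nm donor channel, each fitted to the Hill equation to give AC50. Cells were CHO-M1 given compounds up to 46 uM and a 30 min carbachol stimulation at 37C.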
PNC assembly inh = perinucleolar compartment assembly inhibition; PC3M PTB-GFP, PNC prevalence imaging, 16 h; active compounds read low; activity change (PNC), negative = inhibition, % at 10 µM; 3.1% of 140,000 active; AID 2417;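 active = readout at or below -70, meaning at least 70% loss of cells showing the perinucleolar compartment, a nuclear body marking cancer cells; inconclusive = readout between -30 and a set limit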;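 note: plate controls were DMSO wells for no effect and camptothecin positive control wells for full effect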
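Compounds are pinned in duplicate onto adhered PC3M cells stably expressing GFP-tagged PTB and incubated 16 h at 37 C. Cells are then fixed, nuclei stained with Hoechst, and PNC-positive cells counted.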
Starred values were filed as active, the others as inactive; ? = inconclusive; . = not tested or not shown; [ ] = another dose, or the depositor's remark. Unless noted, calls come from the whole dose curve; as a rule, active = well fitted curve in the direction sought with a large enough effect; inconclusive = small, poorly fitted or top-dose-only effect, or another doubt; inactive = no such curve, though single readings can be large; an effect the other way counts as inactive or inconclusive. Unless noted, % is set by controls: 0 for no effect and ±100 for the full control effect.

Values run as follows: ALOX15B inhib	IMPase inh	PNC assembly inh	12-hLO inh
> O=C(NC1CCCCCCC1)c1c(O)c2ccccc2[nH]c1=O
  -1%	-10	?	-6%
> Cc1ccc(NC(=O)N2CCOCC2)c(C)c1
  1%	6	1	-5%
> Cc1ccc(SCC(=O)NCCSC(C)(C)C)cc1
  -2%	2	-3	-4%
> COc1ccc(OC)c(-c2cc(C(=O)NCc3ccco3)no2)c1
  4%	6	?	-2%
> CC(=O)c1c(N2CCCCC2)nc(=S)n(-c2ccccc2)c1C
  -1%	11	12	-8%
> O=C(CC12CC3CC(C1)CC(CC(=O)N1CCCC1)(C3)C2)N1CCCC1
  -4%	12	?	2%
> CCn1c(=O)cc(OCC(=O)N(C)C2CCCCC2)c2ccccc21
  4%	-6	-19	-2%
> CCC(=O)c1cc(F)c(N2CCN(S(=O)(=O)c3ccc(C)cc3)CC2)cc1C
  4%	24	10	-10%
> CCCCNC(=S)NNC(=O)c1sccc1C
  -1%	-7	88	2%
> COC(=O)c1ccc(C)c(NC(=O)CCc2ccc(OC)cc2)c1
  .	15	-7	-1%
> COc1ccc(C(=O)NNS(=O)(=O)c2ccc(C)cc2)cc1
  .	-9	-24	-1%
> Cc1cc(NC(=O)CN2C(=O)NC(Cc3ccccc3)C2=O)no1 (stereo unspecified)
  -2%	-2	5	4%
> COc1ccc(NC(=O)CC2SC(=NCc3ccccc3OC)NC2=O)cc1 (stereo unspecified)
  -7%	2	?	0%
> Cc1cccc(Cn2ncc(Cl)c(Cl)c2=O)c1
  -1%	-1	23	-10%
> Cc1cc(C)c(NS(=O)(=O)c2ccc(NC(=O)/C=C/C(=O)O)cc2)c(C)c1
  .	.	-20	0%

Pulled by compound from the entries so far, 7 records:
Values run as follows: ALOX15B inhib	IMPase inh	PNC assembly inh	12-hLO inh
> COc1ccc(C(=O)NNS(=O)(=O)c2ccc(C)cc2)cc1
  .	-9	-24	-1%
> Cc1ccc(NC(=O)N2CCOCC2)c(C)c1
  1%	6	1	-5%
> O=C(CC12CC3CC(C1)CC(CC(=O)N1CCCC1)(C3)C2)N1CCCC1
  -4%	12	?	2%
> COC(=O)c1ccc(C)c(NC(=O)CCc2ccc(OC)cc2)c1
  .	15	-7	-1%
> CCn1c(=O)cc(OCC(=O)N(C)C2CCCCC2)c2ccccc21
  4%	-6	-19	-2%
> CCC(=O)c1cc(F)c(N2CCN(S(=O)(=O)c3ccc(C)cc3)CC2)cc1C
  4%	24	10	-10%
> Cc1cc(C)c(NS(=O)(=O)c2ccc(NC(=O)/C=C/C(=O)O)cc2)c(C)c1
  .	.	-20	0%

Next part:
Values run as follows: ALOX15B inhib	IMPase inh	PNC assembly inh	12-hLO inh
> CCCCOc1ccc(C(=O)N/C(=C\c2cccc([N+](=O)[O-])c2)C(=O)OC(C)C)cc1
  12%	2	18	7%
> CSc1nnc2n(-c3ccc(C)cc3)c(=O)c3c4c(sc3n12)COC(C(C)C)C4 (stereo unspecified)
  -6%	0	-17	3%
> COc1ccc(Nc2ncnc3sc(-c4ccccc4)cc23)cc1OC
  .	.	-17	-4%
> CC(C)(Oc1ccc(Cl)cc1)C(=O)OCn1nnc2ccccc2c1=O
  -1%	5	?	-12%
> CNC(=O)[C@H](C)/C=C/C(NC(=O)OCc1ccccc1)c1ccc(C(=O)OC)cc1 (stereo partly specified)
  5%	.	.	0%
> O=C(OCc1ccc([N+](=O)[O-])cc1)c1ccc(N2CCCC2)c([N+](=O)[O-])c1
  .	2	-7	6%
> CC(C)n1nc(C(=O)Oc2cccc(Cl)c2Cl)c2ccccc2c1=O
  .	-6	9	-1%
> O=C(NC1CC1)C1CCN(c2ccc(S(=O)(=O)N3CCOCC3)cc2)CC1
  6%	-3	-9	2%
> CCCCC(CC)CNC(=O)CCS(=O)(=O)c1cccc2nonc12 (stereo unspecified)
  -1%	14	?	-1%
> CCOc1ccc2[nH]c(C)c(CN3CCOCC3)c(=O)c2c1
  8%	4	12	4%
> CC(O)c1nc2ccccc2n1Cc1nnc(-c2ccc(Cl)cc2)o1 (stereo unspecified)
  15%	0	26	-12%
> O=C(NCC1CCCO1)C(c1cccs1)N(Cc1cccs1)C(=O)c1ccc(-c2ccccc2)[nH]1 (stereo unspecified)
  .	.	-9	-4%
> CN1CCN(C(=O)CN(Cc2ccc(Cl)cc2)S(C)(=O)=O)CC1
  3%	3	?	0%
> Clc1ccc(OCCOCCN2CCCCC2)c(Br)c1
  45%[activator]	4	88	-3%
> CC(O)/C=C/c1ccc2ccccc2n1 (stereo unspecified)
  0%	0	12	0%
> N#CCCS(=O)(=O)c1ccc(N)cc1
  .	2	-5	1%
> Cc1ccc(N(CN2C(=O)NC(C)(C)C2=O)CN2C(=O)NC(C)(C)C2=O)cc1
  -3%	-3	-1	-2%
> COc1ccc(C(=O)NNC(=O)CN2CCC(n3nnc4cc(C(F)(F)F)ccc43)CC2)cc1
  4%	-9	4	8%
> O=C(NC1CCCCC1)c1ccccc1NC(=O)C1CC(=O)N(c2ccccc2)C1 (stereo unspecified)
  .	-6	-12	28%
> CN(c1ccc(C(=O)Nc2nccs2)cc1)S(=O)(=O)c1ccccc1
  38%[activator]	14	-17	-6%
> CSc1ccn(CCC(=O)O)c(=O)n1
  0%	2	32	0%
> Cc1nn(-c2ccccc2)c2sc(C(=O)O)cc12
  -4%	-4	?	-1%
> CCC(CC)COC(=O)C(C#N)c1nc2ccccc2nc1N1CCN(CC)CC1 (stereo unspecified)
  11%	2	?	-16%
> CCCS(=O)(=O)Nc1c(OC)ccc2c1c(C(=O)OCC)c(C)n2C
  .	9	?	6%
> COC(=O)C(C)Oc1ccc(-c2nccc(-c3cccs3)n2)cc1 (stereo unspecified)
  -2%[11.4 µM]	4[1.84 µM]	-4	0%
> O=C(NCc1nc2ccccc2[nH]1)[C@H]1C[C@@H]1[C@H](NP(=O)(c1ccccc1)c1ccccc1)c1ccccc1
  38%[activator]	.	.	4%
> O=C(NCc1ccc(C(F)(F)F)cc1)C12CN(Cc3ccccc3)CC1C(c1cccc([N+](=O)[O-])c1)=NO2 (stereo unspecified)
  8%	0	19	2%
> Cc1[nH]c(C)c(C(=O)O)c1CNC1CCCCC1C (stereo unspecified)
  -4%	1	22	-2%
> Cc1ccc(-c2nc3ccccc3[nH]2)s1
  -7%	0	-3	-5%
> O=C(NC(Cc1c[nH]c2ccccc12)c1nnc2n1CCCCC2)c1ccccc1 (stereo unspecified)
  12%	-1	52	-2%
> COC(=O)C1=C(N)OC2=C(C(=O)CC(C)(C)C2)C1c1cccs1 (stereo unspecified)
  -3%	-4	-12	-4%
> Cc1cc(C)cc(COn2ccnc2)c1
  40%[activator]	0	1	-3%
> O=C(NC(=S)N1CCCc2ccccc21)c1ccc([N+](=O)[O-])cc1
  -29%	5	?	-5%
> O=C(NNc1nc2ccc(Cl)cc2s1)c1cc(-c2cccs2)nc2ccccc12
  .	.	62	-5%
> O=C(CSc1nc2ccccc2n1S(=O)(=O)c1ccccc1)N1CCCCC1
  -6%	8	-6	1%
> Cc1cccc(NS(=O)(=O)c2ccc(Oc3ccccc3)cc2)n1
  -3%	3	-22	-4%
> CC1(C)Cc2c(sc3c2c(=N)n(Cc2ccco2)c(=O)n3Cc2ccccc2)CO1
  6%	-7	-17	-8%
> COc1cc(CNc2nc3ccccc3n2C)cc(OC)c1OC
  .	.	?	5%
> C/C(=C\COc1cc(=O)[nH]c2ccccc12)CCC(O)C(C)(C)O (stereo unspecified)
  3%	-14	.	-2%
> CC(=O)c1ccccc1NC(=O)COC(=O)CCCN1C(=O)c2cccc3cccc(c23)C1=O
  .	.	16	1%
> O=S(=O)(NC1CCCCCCC1)c1cccs1
  -1%	9	-7	-5%
> O=C1CN=C(Nc2ccccc2)N1Cc1cccs1
  -5%	-5	73	-2%
> c1ccc(Cn2nnc3c(N4CCOCC4)ncnc32)cc1
  -1%	-4	-2	15%
> CCOC(=O)c1oc2cccc(O)c2c1CN(Cc1ccccc1)C(C)=O
  5%	4	17	-13%
> CCOC(=O)C1=NN(c2cccc(C)c2)C2(S1)SC(C(C)=O)=C(C)N2c1ccccc1 (stereo unspecified)
  -4%	5	26	-16%
> CCOc1ccccc1C(=O)N[C@H](C(=O)Nc1nc2c(s1)CCCC2)C(C)C
  .	.	43	-2%
> Cc1ccc(C(=O)NCCOC23CC4CC(CC(C4)C2)C3)cc1
  7%	4	24	-1%
> CCC(=O)Nc1cc(C(=O)OCc2ccc(C(=O)Oc3ccccc3)cc2)ccc1C
  .	.	-2	-1%
> Cc1cc(C)nc(SCC(=O)O)n1
  6%	-2	-13	-1%
> Cc1ccc(Cn2nnc3c(=O)[nH]c(C4CCN(S(=O)(=O)c5ccc(C)cc5)CC4)nc32)cc1
  -27%	0	2	-22%
> CCOC(=O)C1CCCN(CCC(=O)Nc2cccc(F)c2)C1 (stereo unspecified)
  5%	9	-1	-3%
> O=C(CN(C(=O)CSc1nc2ccccc2o1)c1cccc(F)c1)NC1CCCCC1
  2%	-9	-5	5%
> CCC1Oc2ccccc2N(Cc2ccccc2C)C1=O (stereo unspecified)
  4%	11	-19	2%
> COc1cc2cc3c(N)c(C(=O)Nc4sc(C)c(C)c4C#N)sc3nc2cc1OC
  .	-7	52	-15%
> CCC(=O)Nc1nnc(CSCc2ccc(F)cc2)s1
  0%	-2	43	-2%
> Cn1c(SCC(=O)N2CCCCCC2)nc2c([nH]c3ccccc32)c1=O
  -2%	4	-28	-5%
> O=C(NNS(=O)(=O)c1ccccc1)c1cnn(-c2ccccc2)c1-n1cccc1
  .	1	-18	1%
> CN(C)CCCC1(O)c2ccccc2C=Cc2ccccc21
  .	3	-11	14%
> CCOc1cc2c3c(c1)C1(C(=O)N3C(C)(C)C=C2C)C(C#N)=C(N)Oc2cc(O)ccc21 (stereo unspecified)
  -20%	2	?	-27%
> CC(C)(C)NC(=O)c1ccncc1
  6%	-4	-1	0%

Other structures follow:
Values run as follows: ALOX15B inhib	IMPase inh	PNC assembly inh	12-hLO inh
> Cc1cccc(Cc2c(C)nc3c(C(=O)N4CCN(Cc5ccc6c(c5)OCO6)CC4)cnn3c2C)c1
  40%[activator]	6	23	-13%
> O=c1c2cnn(-c3ccccc3)c2ncn1Cc1cccnc1
  .	6	63	-4%
> Cc1cc(=O)[nH]c2ccccc12
  5%	-1	25	0%
> O=[N+]([O-])c1ccccc1/C=N/n1c(C2CCCCC2)n[nH]c1=S
  .	2	19	-19%
> C=C(Nc1ccc(OCC)cc1)Nc1ccc(OCC)cc1
  15%[0.0915 µM]	.	.	2%[0.00818 µM]
> CS(=O)(=O)N1CCC[C@@]2(CCN(c3ncccn3)C2)C1
  0%	.	.	-2%
> Cc1ccc2cc(C)c3nnc(SCC(=O)Nc4nc5c(s4)CCCC5)n3c2c1C
  -2%	1	14	-5%
> O=C(Nc1ccc(Cl)cc1)Nc1ccc(N2CCCC2)c(S(=O)(=O)Nc2ccccc2Cl)c1
  .	.	-6	1%
> Cc1nnc(SCC(=O)Nn2cnnc2)s1
  -4%	-2	?	5%
> O=C(Nc1ccc(-c2cn3ccsc3n2)cc1)C1CC1
  -5%	1	?	-4%
> CCOc1ccc(CNC(=O)C2CCC(=O)N2C2CCCC2)cc1OC (stereo unspecified)
  5%	-3	35	4%
> O=C(Nc1ccc2ccccc2c1)[C@H]1C[C@@H]1[C@H](NP(=O)(c1ccccc1)c1ccccc1)c1ccccc1
  28%	.	.	-6%
> Cc1ccc(NC(=O)N(Cc2ccc3c(c2)OCO3)Cc2cc3cc4c(cc3[nH]c2=O)OCCO4)cc1
  7%	-7	-19	-9%
> COc1ccc(C2NC(=S)NC3=C2CCc2ccccc23)cc1OC (stereo unspecified)
  .	.	?	-17%
> O=C(Nc1nc(-c2ccc(-c3ccccc3)cc2)cs1)C1CCCO1 (stereo unspecified)
  22%	-8	?	2%
